# Assay outcomes: PubChem BioAssay, National Center for Advancing Translational Sciences (NCATS)
# TrxR1 inh: blocks rat thioredoxin reductase 1; recombinant rTrxR1, NADPH fluorescence consumption, selenite substrate; Potency, µM (top dose mostly 114 µM), for inactives: at the top dose activity change, negative = inhibition, actives largely listed as inhibitors; O89049; AID 588453; actives 1% (n = 390,000); also: potency is read from the fitted curve at half-maximal effect; % is scaled to controls: 0 for no effect and ±100 for the full control effect; nearly all actives have a fitted effect of over 65% in size
#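 Rat TrxR1 (90 nM in the dispensed reagent) was pre-reduced with 400 uM NADPH for 5 min at room temperature, then incubated with compound for 15 min. After 400 uM selenite was added, NADPH fluorescence (Ex 340/Em 450 nm) was followed for 8 min.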
# TRHR agonist: agonists of human TRH receptor; P34981; TRHR cells, calcium flux fluo-8, FDSS agonist mode; activation, % at 2 µM; actives 0.18% (n = 360,000); AID 493084; in the data active = activation above about 30%; also: 0% is about no effect
# Target sequence (P34981 whole entry, looked up): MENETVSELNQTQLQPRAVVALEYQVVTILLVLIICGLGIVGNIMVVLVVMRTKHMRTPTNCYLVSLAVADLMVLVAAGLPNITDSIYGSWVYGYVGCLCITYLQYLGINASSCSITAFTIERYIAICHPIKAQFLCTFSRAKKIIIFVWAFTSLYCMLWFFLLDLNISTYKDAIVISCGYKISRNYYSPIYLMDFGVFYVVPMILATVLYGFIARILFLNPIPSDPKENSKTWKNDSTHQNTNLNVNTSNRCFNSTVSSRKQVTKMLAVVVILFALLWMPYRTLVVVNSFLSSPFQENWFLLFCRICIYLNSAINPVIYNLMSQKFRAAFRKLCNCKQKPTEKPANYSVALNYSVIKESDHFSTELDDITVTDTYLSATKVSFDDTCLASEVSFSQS
#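 TRHR-expressing cells loaded with fluo-8 calcium dye; 23 nL library compound pin-transferred, kinetic FDSS fluorescence (Ex 480/Em 530) recorded about 180 s for agonist-induced calcium release, before a 10 nM TRH EC20 addition for potentiator mode.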
# mIDH1 inhibitor: inhibitors of human mutant IDH1 R132H; O75874; IDH1-R132H enzyme, NADPH consumption, diaphorase/resazurin fluorescence; Potency, µM (series often up to 76.6 µM), without a hit: at the top dose activity change, negative = inhibition, hits mostly inhibitors; actives 0.093% (n = 390,000); also: potency is read from the fitted curve at half-maximal effect; % is scaled to controls: 0 for no effect and ±100 for the full control effect; nearly all actives have a fitted effect of over 65% in size
#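 IDH1-R132H (0.5 ug/mL) preincubated 30 min with compound, then NADPH (0.016 mM) and alpha-KG (2 mM) added; 80 min at RT, pH 7.5. Remaining NADPH coupled via diaphorase/resazurin to fluorescence (540/590 nm); concentration-response curves normalized to no-enzyme control.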
# D2 antag: antagonizes the human D2 dopamine receptor. P14416. actives 2% (n = 340,000). HEK293 TREx D2 cells, calcium flux, dopamine EC80. inhibition, % at 10 µM. AID 485344; in the data active = inhibition above about 30%; also: 0% is about no effect
#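 Antagonism is scored as inhibition of an EC80 dopamine-evoked calcium signal in a force-coupled, tetracycline-inducible HEK293 T-REx D2 line, with compound present 180 s before agonist.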
# TrxR1 substrate: is turned over as a substrate by rat TrxR1; O89049; purified TrxR1 substrate turnover, NADPH consumption readout; Potency, µM (titrated, usually from 114 µM), for the others: top-dose activity change, negative = substrate turnover; actives 0.01% (n = 390,000); AID 588456; also: potency is read from the fitted curve at half-maximal effect; % is scaled to controls: 0 for no effect and ±100 for the full control effect; nearly all actives have a fitted effect of over 50% in size
#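 Rat TrxR1, dispensed at 90 nM, was prereduced with 400 uM NADPH (final) for 5 min at ~22 deg C, then incubated with compound 15 min before 400 uM selenite. A first-read NADPH fluorescence drop versus no-compound background flagged substrates.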
# TRHR enhancer: allosterically enhances the human TRH receptor; enhancement, % at 2 µM; P34981; actives 0.66% (n = 360,000); TRHR cells, fluo-8 calcium fluorescence, EC20 TRH enhancement; AID 493056; in the data active = enhancement above about 30%; also: 0% is about no effect
#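 TRHR-expressing cells loaded with fluo-8 calcium dye were read kinetically (ex 480/em 530) during compound addition, then stimulated with an EC20 of TRH (10 nM final). Enhancement of the Gq-mediated intracellular calcium response was scored.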
# USP1-UAF1 inh: blocks the human USP1/UAF1 deubiquitinase complex | recombinant USP1/UAF1, Ub-Rhodamine cleavage fluorescence | O94782 | actives 0.23% (n = 390,000) | Potency, µM (series often up to 57.1 µM), for inactives: at the top dose activity change, negative = inhibition, hits mostly inhibitors; also: potency is read from the fitted curve at half-maximal effect; % is scaled to controls: 0 for no effect and ±100 for the full control effect; nearly all actives have a fitted effect of over 60% in size; inactives centre near -12
#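 USP1/UAF1 complex at 1 nM was preincubated with compound for 15 min at room temperature, then Ub-Rho substrate (150nM final) was added. Fluorescence (480/540 nm) was read kinetically, 6 reads every 60 seconds.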
# D2 agonist: D2 dopamine receptor (human) agonism; P14416; HEK293 T-REx D2 cells, calcium flux agonist mode; activation, % at 2 µM; actives 0.53% (n = 340,000);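 active = activation over 3 SD above normal in the single-dose calcium agonist read, cut at about 30% in these data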; also: 0% is about no effect
#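 Tetracycline-induced HEK293 T-REx cells with force-coupled D2 receptor, plated overnight at 30 C, loaded with no-wash calcium dye. After a 10 s baseline, compound was pin-added and calcium flux read kinetically for 180 s; calcium rises flagged agonists.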
# PI4K2A inh: blocks human PI4K2A kinase activity; Q9BTU6; AID 1346378; purified PI4K2A, ADP-Glo luminescence, 1 h; stronger effect = lower value; activity change, negative = inhibition, % at 76.9 µM; actives 0.13% (n = 420,000); in the data active = activity change below about -50%; inconclusive = mostly about -30% to -49%;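 also: -100% = wells without enzyme as full effect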
# Target sequence (Q9BTU6 whole entry, looked up): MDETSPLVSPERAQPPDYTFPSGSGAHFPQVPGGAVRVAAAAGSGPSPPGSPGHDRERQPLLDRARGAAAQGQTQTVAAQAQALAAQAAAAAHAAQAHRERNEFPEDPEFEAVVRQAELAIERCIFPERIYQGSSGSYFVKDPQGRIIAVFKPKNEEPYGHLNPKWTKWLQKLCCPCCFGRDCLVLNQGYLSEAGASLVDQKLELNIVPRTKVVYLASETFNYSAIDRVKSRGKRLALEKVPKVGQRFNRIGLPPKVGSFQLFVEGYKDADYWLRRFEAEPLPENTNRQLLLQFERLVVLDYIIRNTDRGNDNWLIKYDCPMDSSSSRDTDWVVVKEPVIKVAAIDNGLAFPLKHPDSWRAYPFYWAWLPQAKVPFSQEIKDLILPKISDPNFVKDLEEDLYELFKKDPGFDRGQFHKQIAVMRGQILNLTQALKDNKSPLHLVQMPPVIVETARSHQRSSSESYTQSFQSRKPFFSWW
#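 In this quantitative HTS, ADP production by PI4K2A was quantified luminescently after 1 h at ambient temperature; 100 microM adenosine served as plate-quality control.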
# * hit, by the source's call; ? = inconclusive; . = not tested or not shown; & = joins results of further samples; [ ] = another dose, or the depositor's remark. Unless noted, calls follow the shape of the dose curve; as a rule, active = well fitted inhibition curve with a large enough effect; inconclusive = small, poorly fitted or top-dose-only effect; inactive = no such curve, though single readings can be large or run the other way.
SMILES,TrxR1 inh,TRHR agonist,mIDH1 inhibitor,D2 antag,TrxR1 substrate,TRHR enhancer,USP1-UAF1 inh,D2 agonist,PI4K2A inh
Cc1nnc(NC(=O)CSc2nc3c(c(=O)n2C)SC(C)C3)s1 (stereo unspecified),6.2%[57.1 µM],0.2,2.1%,-1.4,1.1%[57.1 µM],-2.9,-15.5%,-2.1,1.8
Cc1[nH]c(=O)[nH]c(=O)c1S(=O)(=O)N1CCCC1,7.8%[57.1 µM],-0.2,2.1%,16.4,-7.1%,1.2,3.4%,-0.2,10.5
CN(C)C(CNC(=O)c1cc(Br)ccc1Cl)c1ccco1 (stereo unspecified),-8.3%,-1.1,-10.2%,-3.4,-3.4%,1.5,-26.0%,-0.8,-0.5
Cc1ccc(NC(=O)C2CCCN(c3ncccn3)C2)c(C)c1 (stereo unspecified),12.4%,0.6,-3.9%,8.9,5.6%,1.2,-9.3%,0.1,5.3
COC(=O)c1ccc(N2C(=O)C3C4C=CC(CC4)C3C2=O)cc1 (stereo unspecified),2.4%[57.1 µM],0.3,3.6%,29.2,-6.5%,-3.7,4.3%,0.4,-2.5
COc1cc(C(=O)COC(=O)c2cnc(C)cn2)ccc1OC(F)F,3.6%,0.0,9.4%,-9.7,0.5%,3.0,-18.0%,0.1,-5.6
CC(NC(=O)C(C)(C)C)c1nc2ccccc2n1C (stereo unspecified),43.7%[activator],-0.1,-1.2%,2.3,18.9%,-1.6,-12.3%,0.1,-2.3
O=C(NC(=S)N1CCCc2ccccc21)c1ccccc1,-7.1%[57.1 µM],-0.5,4.9%,11.2,7.7%[57.1 µM],-1.6,-11.4%,0.7,1.6
Cc1cc(C)n(-c2nc3ccccc3nc2N2CCN(c3cccc(C(F)(F)F)c3)CC2)n1,0.6%,0.6,-9.8%,.,0.5%,-0.8,-20.8%,0.3,1.2
COC(=O)c1c(NC(=O)Cc2cccs2)sc(C(=O)NC2CCCCC2)c1C,28.3%,.,-0.1%,.,13.1%,.,-5.9%,.,-5.1
Cc1c(C(=O)OC(C)C)sc(NC(=O)C2c3ccccc3Oc3ccccc32)c1C(=O)OC(C)C,22.3%,2.0,5.7%,.,-0.7%,16.9,-18.6%,0.7,8.8
O=S(=O)(c1ccccc1)c1nc(-c2ccc(Cl)cc2Cl)oc1N1CCCCC1,28.6%[57.1 µM],0.3,-1.6%,.,11.5%[57.1 µM],2.9,-5.3%,.,0.7
COc1cccc(CNC(=O)c2cc3c(=O)n(C)c4ccccc4c3n2C)c1,34.2%,0.2,5.9%,.,8.9%,6.7,-18.3%,-0.9,0.8
CN(C)S(=O)(=O)c1ccc(Cl)c(C(=O)NNC(=O)Cn2ccc(C(F)(F)F)n2)c1,-0.7%,0.0,5.2%,-8.6,0.5%,-9.8,-13.1%,-0.1,3.9
COC(=O)c1ccccc1NC(=O)CCC(=O)N1CCSc2ccccc21,7.3%[57.1 µM],-0.3,0.1%,15.3,6.9%[57.1 µM],-3.2,-17.8%,-0.3,3.3
COc1ccc(-n2c(SCC(=O)Nc3ccc(C)cc3)nc(O)c(Cc3ccccc3)c2=O)cc1,22.2%,0.0,1.2%,4.3,6.6%,2.8,-17.8%,-0.9,2.0
CC(NC(=O)CN1C(=O)NC2(CCCCCC2)C1=O)c1ccccc1 (stereo unspecified),22.8%,-0.1,4.0%,12.2,8.3%,-0.1,-10.7%,1.2,0.9
COc1cccc(C2(O)CCN(C(=O)Cc3cccnc3)CC2)c1,13.9%,1.0,1.0%,19.5,5.5%,7.9,-20.1%,0.3,-8.0
Cc1c2cc[n+](CCN3CCCCC3)cc2c(C)c2c1[nH]c1ccc(O)cc12,-29.5%,.,6.8%,.,-12.4%,.,-25.3%,.,-1.8
CCCCNS(=O)(=O)CCNCc1ccco1,?,.,7.9%,.,-0.4%,.,-27.2%,.,0.8
COc1ccc(CN2CCCC(C(=O)c3ccc4c(c3)OCO4)C2)c(F)c1 (stereo unspecified),25.4%,-0.7,-9.4%,-5.3,1.9%,-1.9,-19.4%,-2.0,0.8
O=C(CN1C(=O)NC(c2ccccc2)(c2ccccc2)C1=O)N1CCCCC1,-10.7%,.,2.3%,.,-7.6%,.,-13.1%,.,1.3
Cc1ccc(NC(=O)CSc2nnc(C3CC3)n2CC2CCCO2)cc1C (stereo unspecified),12.6%,-0.4,1.5%,-20.0,1.2%,-8.6,0.1%,-0.3,10.8
COc1cccc(Nc2nc3ccc(C)cc3nc2-n2nc(C)cc2C)c1,7.1%,1.0,-12.0%,.,3.6%,-1.0,?,0.6,-9.0
COCC(C)NC(C(=O)Nc1ccc(Cl)c([N+](=O)[O-])c1)c1ccccc1 (stereo unspecified),-2.6%,0.0,5.8%,0.6,-8.0%,1.5,-2.9%,0.5,0.2
C[Si](C)(C)n1ccnc1,36.6%[activator],1.0,-14.5%,-11.6,9.5%,-20.2,-14.9%,-0.3,-2.9
Cc1cc(C)c2c(C)nn(-c3ccccc3)c2n1,6.4%,-1.2,-3.0%,-3.1,23.2%,-10.1,2.0%,0.4,-2.0
Cc1ccccc1NC(=O)c1ccc(NC(=O)c2ccco2)cc1,3.3%[57.1 µM],0.4,-2.2%,44.8*,1.3%[57.1 µM],2.2,-3.6%,1.7,4.1
CCCCN(C)CCCNC(=O)c1cc(-c2ccc(Br)s2)nc2ccccc12,11.6%,2.3,-12.2%,.,24.5%,5.0,?,0.6,7.0
COc1ccccc1OCCn1c(COc2cc(C)ccc2C)nc2ccccc21,18.3%,1.6,.,.,1.6%,7.2,-22.4%,0.3,2.2

# Among those listed so far, 3 have a thiophene ring, fused or not.
SMILES,TrxR1 inh,TRHR agonist,mIDH1 inhibitor,D2 antag,TrxR1 substrate,TRHR enhancer,USP1-UAF1 inh,D2 agonist,PI4K2A inh
COC(=O)c1c(NC(=O)Cc2cccs2)sc(C(=O)NC2CCCCC2)c1C,28.3%,.,-0.1%,.,13.1%,.,-5.9%,.,-5.1
Cc1c(C(=O)OC(C)C)sc(NC(=O)C2c3ccccc3Oc3ccccc32)c1C(=O)OC(C)C,22.3%,2.0,5.7%,.,-0.7%,16.9,-18.6%,0.7,8.8
CCCCN(C)CCCNC(=O)c1cc(-c2ccc(Br)s2)nc2ccccc12,11.6%,2.3,-12.2%,.,24.5%,5.0,?,0.6,7.0

# Further entries follow:
SMILES,TrxR1 inh,TRHR agonist,mIDH1 inhibitor,D2 antag,TrxR1 substrate,TRHR enhancer,USP1-UAF1 inh,D2 agonist,PI4K2A inh
O=C(C1=C[C@@H](C2CC2)C[C@@H](OCc2ccc(CO)cc2)O1)N1CCN(Cc2ccccc2)CC1,-15.4%,-0.6,2.1%[38.3 µM],-1.5,-6.7%,1.9,-4.1%,-0.1,-1.8
CC(=O)NC(Cc1ccc(F)cc1)C(=O)NC1CCN(C(=O)Nc2ccc(F)cc2)CC1 (stereo unspecified),22.6%[57.1 µM],0.2,2.9%,.,5.1%[57.1 µM],-1.5,-9.5%,.,1.9
O=C(CN(CCc1ccccc1)S(=O)(=O)c1ccccc1)NCc1ccc(Cl)cc1,14.8%,2.6,2.3%,.,-6.2%,0.5,-19.9%,2.2,-0.2
Cc1cc(C(=O)NC2CCCN(Cc3ccccc3F)C2)no1 (stereo unspecified),-7.8%,0.0,5.0%,-5.5,2.7%,0.4,-11.9%,-0.3,-5.4
CCC(C)NC(=O)CCc1nc2ccccc2n1-c1ccccc1 (stereo unspecified),4.9%,-0.6,3.7%,3.0,0.0%,0.1,1.6%,-0.7,-1.2
CCCC(=O)Nc1cc(C(=O)O)ccc1S(=O)(=O)c1ccc(C)cc1,15.8%,1.0,-3.3%,-20.6,5.4%,-1.8,-19.5%,0.4,-4.9
CCN(CC)S(=O)(=O)c1ccc(NC(=O)COc2cccc(-n3cnnn3)c2)cc1,-7.5%,.,-2.5%,.,-1.1%,.,-39.1%,.,-3.4
Oc1c(Br)cc(Br)c2cccnc12,6.5%,.,3.0%,.,8.7%,.,-17.6%,.,-20.0&-13.2
C(=NN=C1c2ccccc2-c2ccccc21)c1ccc2c(c1)OCO2,-28.9%[11.4 µM],.,1.6%,.,0.5%[11.4 µM],.,-13.0%,.,-1.2
CN(C(=O)CN1C(=O)NC2(CCc3ccccc32)C1=O)C1CCS(=O)(=O)C1 (stereo unspecified),-13.3%,-0.7,-3.0%,-10.0,-11.5%,-2.2,0.8%,0.3,-1.5
O=[N+]([O-])c1cccc(-c2ccn[nH]2)c1,4.9%,0.7,6.0%,0.7,-2.4%,-2.9,-0.9%,0.4,6.0
CC1(C)CN=C(N(Cc2ccccc2)C(=O)Nc2ccccc2)S1,-8.1%,3.2,-9.9%,8.6,-8.5%,42.0*,-9.0%,8.0,2.1
CC(Oc1ccc2c(-c3ccccc3)cc(=O)oc2c1)C(=O)NCCCN1CCOCC1 (stereo unspecified),7.9%,-0.4,-2.8%,-12.4,-1.7%,3.0,-11.7%,0.5,-12.4
Cc1ccc(Cn2ncc3c(N4CCN(Cc5ccc(Cl)cc5)CC4)ncnc32)cc1,8.2%,0.1,-2.6%,-13.2,0.5%,8.6,-15.8%,-0.3,-3.7
COc1cccc(NC(=O)c2ccc(S(=O)(=O)N3CCCC3)cc2)c1,7.4%[57.1 µM],0.0,14.2%,-2.2,-6.3%,-5.1,?,-2.4,0.9
Cc1nn(-c2ccccc2)c2sc(C(=O)N3CCc4ccccc4C3)cc12,27.8%,-0.2,-0.7%,1.2,5.1%,32.0*,-11.5%,-0.9,0.7
Cc1ccc(/C=C(\NC(=O)c2ccccc2)C(=O)OCc2ccccc2)cc1,-8.4%,1.1,-2.8%,-1.0,-7.7%,-3.3,-13.7%,-0.6,-1.5
CC1CCC(NC(=O)C(C)N2C(=O)C3CCCCC3C2=O)CC1 (stereo unspecified),20.8%,-0.5,-8.4%,-4.4,0.7%,-14.9,-24.7%,0.4,0.8

# Random draw from the library; overall some 3.9% were active at least once.
